ABHD4 inh: ABHD4 inhibitors, primary screen, biochemical, fluorescence polarization, mouse; (Lyso)-N-acylphosphatidylethanolamine lipase (Mus musculus), Q8VD66; purified mABHD4, FP-Rh probe fluorescence polarization; inhibition, % at 8.92 µM; 370,000 tested, 0.54% active; AID 720543, 2013;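 active = inhibition exceeding the mean over every tested compound plus 3 SD, cut at about 30% in these data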;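 also: 0% = plate median of compound wells and 100% = S159A mutant with DMSO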
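Material: mouse ABHD4 enzyme, wild type; Benchmarks: S159A mutant high control, sample median low control; Buffer or medium: HEPES pH 7.0, NaCl, Pluronic buffer; Signal: fluorescence polarization; Read-out: percent inhibition of probe binding, normalized to plate controls; Timing: pre-incubation 45 min, probe exposure 60 min, at 25 °C; Dosing: 8.92 µM, single dose.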
LEDGF integ inh: blockers of LEDGF/p75-dependent integrase strand transfer – biochemical, TR-FRET, high throughput, primary screen. HIV-1 integrase (with human LEDGF/p75). TR-FRET IN-LEDGF/p75 DNA integration, Eu/Cy5. inhibition, % at 3.7 µM. 370,000 tested, 0.64% active;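 active = inhibition above the screen-wide mean plus 3 SD, cut at about 13% in these data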;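 also: signal is the Cy5 over europium emission ratio at 671 and 618 nm; 0% = plate median of compound wells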
TDP2 absorb: human TDP2 enzyme inhibitors, primary screen, biochemical, epi absorbance, recombinant enzyme; Tyrosyl-DNA phosphodiesterase 2 (Homo sapiens), O95551; T5PNP hydrolysis, p-nitrophenol absorbance 415 nm; inhibition, % at 12.8 µM; 370,000 tested, 0.34% active; AID 720702, 2013;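 active = inhibition above the mean of all tested compounds plus 3 SD, set per campaign, cut at about 25% in these data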;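 also: 0% = DMSO with enzyme and 100% = buffer with substrate but no TDP2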
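System: recombinant human TDP2 / Amount: 120 nM TDP2 per well / Also added: 5 mM T5PNP chromogenic substrate / Doses: 12.8 µM single point, 1% DMSO / Incubation: 2 h at 37 °C / Detection: p-Nitrophenol epi absorbance / Evaluation: % inhibition relative to enzyme-containing and enzyme-free wells / Repeats: singlicate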
SIAE inh: human SIAE inhibitors, primary screen, biochemical, fluorescence polarization, FP-Rh probe, 1536-well HTS; SIAE FP-Rh probe binding; inhibition, % at 9.66 µM; 370,000 tested, 0.69% active; AID 1053197, 2014;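 active = inhibition above a cutoff: mean of compounds within the control limits plus 3 SD of those, cut at about 17% in these data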;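 also: 0% = plate median of compound wells and 100% = probe without SIAE protein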
rCAG binder: binders of r(CAG) RNA repeats, primary screen, biochemical, fluorescence; 370,000 tested, 1.3% active; r(CAG) RNA repeat, TO-PRO-1 dye displacement fluorescence; AID 651821, 2012; inhibition, % at 3 µM;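 active = inhibition above the plate cutoff, the mean of all test compounds on that plate plus 3 SD, cut at about 35% in these data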;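 also: 0% = DMSO alone and 100% = 100 µM mitoxantrone as full dye displacement; higher means more dye released from RNA so lower well fluorescence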
HTRA1 inh: HTRA1 serine protease inhibitors, primary screen, biochemical, fluorescence polarization, HTS | Q92743 | recombinant HTRA1, FP-rhodamine activity-based probe | inhibition, % at 5.96 µM | 340,000 tested, 0.5% active | AID 504803, 2011; in the data active = inhibition above about 36%;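 also: 0% = enzyme with DMSO and 100% = wells lacking enzyme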
Target sequence (Q92743 whole entry, looked up): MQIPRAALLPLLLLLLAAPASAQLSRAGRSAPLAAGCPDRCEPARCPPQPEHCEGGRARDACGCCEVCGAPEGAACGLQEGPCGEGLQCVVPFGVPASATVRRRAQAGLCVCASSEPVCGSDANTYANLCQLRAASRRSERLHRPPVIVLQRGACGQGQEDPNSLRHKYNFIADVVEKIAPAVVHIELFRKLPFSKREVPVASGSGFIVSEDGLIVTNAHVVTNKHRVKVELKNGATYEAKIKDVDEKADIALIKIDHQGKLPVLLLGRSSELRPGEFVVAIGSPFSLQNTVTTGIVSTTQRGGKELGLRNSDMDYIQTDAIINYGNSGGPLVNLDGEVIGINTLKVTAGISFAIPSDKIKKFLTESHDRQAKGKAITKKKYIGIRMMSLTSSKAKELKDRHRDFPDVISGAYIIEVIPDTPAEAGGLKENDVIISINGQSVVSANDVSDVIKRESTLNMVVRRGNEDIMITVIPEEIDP
NR1D1 modulator: modulators of Rev-erb alpha DNA binding, primary screen, biochemical, FITC-DNA, fluorescence polarization, uHTS; Rev-erbα–FITC-DNA binding, 90 min; activity, % at 10 µM; 370,000 tested, 0.79% active;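 active = activity above about 14%, limit read from the data; passing the limit was not always enough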;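 also: 0% = DMSO wells with 35 nM protein and 100% = DMSO wells with 750 nM protein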
Target sequence (P20393 whole entry, looked up): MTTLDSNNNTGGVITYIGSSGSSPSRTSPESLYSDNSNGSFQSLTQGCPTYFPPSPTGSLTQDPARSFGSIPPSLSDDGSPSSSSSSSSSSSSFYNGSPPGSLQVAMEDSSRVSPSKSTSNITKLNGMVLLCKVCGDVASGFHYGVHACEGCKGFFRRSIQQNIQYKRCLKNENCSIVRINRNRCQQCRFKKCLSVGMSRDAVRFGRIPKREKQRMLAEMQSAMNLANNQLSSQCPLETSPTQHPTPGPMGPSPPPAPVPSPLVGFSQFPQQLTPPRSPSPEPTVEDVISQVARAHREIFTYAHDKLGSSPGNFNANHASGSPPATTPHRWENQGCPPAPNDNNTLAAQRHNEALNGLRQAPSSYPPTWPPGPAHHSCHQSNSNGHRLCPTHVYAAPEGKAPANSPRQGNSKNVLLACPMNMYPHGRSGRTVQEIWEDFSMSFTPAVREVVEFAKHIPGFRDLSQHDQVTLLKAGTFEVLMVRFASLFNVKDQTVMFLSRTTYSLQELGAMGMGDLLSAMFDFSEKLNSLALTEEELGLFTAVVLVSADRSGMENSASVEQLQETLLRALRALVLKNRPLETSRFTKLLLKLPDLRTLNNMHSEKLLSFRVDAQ
TCR CD3 inh: inhibitors of human TCR-CD3 interaction, primary screen, biochemical, fluorescence, TAMRA-labeled TCR probe; T-cell receptor (TCR); inhibition, % at 9.4 µM; 360,000 tested, 0.37% active; AID 651800, 2012; in the data active = inhibition above about 19%;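 also: recombinant mutant TCR 2C K166C tagged with TAMRA read by polarization; 0% = receptor in buffer alone and 100% = receptor with positive control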
PRMT1 FP inh: PRMT1 methyltransferase inhibitors, primary screen, biochemical, fluorescence polarization | Protein arginine N-methyltransferase 1 (Homo sapiens), Q99873 | recombinant PRMT1, activity-based probe fluorescence polarization | inhibition, % at 2.79 µM | 370,000 tested, 1.3% active | AID 652257, 2013;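 active = inhibition above about 21% made by adding two undisclosed values, limit read from the data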
PG9 binder: binders of HIV-1 gp120 antibody PG9, primary screen, biochemical, TR-FRET; HIV-1 gp120 / PG9 antibody interaction; TR-FRET gp120-PG9 antibody binding; inhibition, % at 6.7 µM; 360,000 tested, 0.43% active; in the data active = inhibition above about 8.5%
Numbers without * were called inactive.

For Cc1ccnc(SC2CC(=O)N(c3ccc(F)cc3)C2=O)n1 (configuration not stated) the results were ABHD4 inh -3, LEDGF integ inh -1, TDP2 absorb 1, SIAE inh 2, rCAG binder -3, HTRA1 inh -5, NR1D1 modulator 4, TCR CD3 inh -13, PRMT1 FP inh 3 and PG9 binder -1.5.
Screening O=C(CSc1ncn(-c2ccccc2)n1)Nc1nccs1 returned ABHD4 inh 2, LEDGF integ inh -2, TDP2 absorb -8, SIAE inh 0, rCAG binder -3, HTRA1 inh -1, NR1D1 modulator -2, TCR CD3 inh -3, PRMT1 FP inh 5 and PG9 binder 0.8.
For CCn1c(SCC(=O)c2ccccc2)nnc1-c1cnccn1 the results were ABHD4 inh 4, LEDGF integ inh 5, TDP2 absorb -1, SIAE inh 4, rCAG binder -1, HTRA1 inh -6, NR1D1 modulator -2, TCR CD3 inh 6, PRMT1 FP inh -2 and PG9 binder -0.8.
Screening COCCN1C[C@@H](CO)O[C@@H](n2cnc3c(N4CCOCC4)ncnc32)C1 returned ABHD4 inh 2, LEDGF integ inh 0, TDP2 absorb 3, SIAE inh 12, rCAG binder -1, NR1D1 modulator -11, TCR CD3 inh -6, PRMT1 FP inh 3 and PG9 binder -2.1.
For CC(C)C(=O)Nc1cccc(NC(=O)c2cccnc2)c1 the results were ABHD4 inh -5, LEDGF integ inh 2, TDP2 absorb -7, SIAE inh 0, rCAG binder -1, HTRA1 inh -1, NR1D1 modulator -5, TCR CD3 inh 2, PRMT1 FP inh 1 and PG9 binder 0.0.
Screening CCCNC(=O)c1nnsc1S(=O)(=O)c1ccc(Cl)cc1 returned ABHD4 inh -2, LEDGF integ inh 0, TDP2 absorb -2, SIAE inh 5, rCAG binder -2, HTRA1 inh 3, NR1D1 modulator 1, TCR CD3 inh 1, PRMT1 FP inh 78* and PG9 binder -0.2.
`CN(c1ccccc1)S(=O)(=O)c1cccc(NC(=O)c2nn(C)c(=O)c3ccccc23)c1` gave ABHD4 inh -7, LEDGF integ inh 3, TDP2 absorb 8, SIAE inh -34, rCAG binder 9, HTRA1 inh -62, NR1D1 modulator 4, TCR CD3 inh 0, PRMT1 FP inh 1 and PG9 binder -0.7.
For COc1ccc(-c2cn[nH]c2-c2ccc(OCC(=O)NN)cc2O)cc1 the results were ABHD4 inh -23, LEDGF integ inh -3, TDP2 absorb -7, SIAE inh -8, rCAG binder 10, HTRA1 inh -42, NR1D1 modulator -5, TCR CD3 inh -1, PRMT1 FP inh 5 and PG9 binder 0.6.
COc1nc(OC)nc(N2CCC(C(=O)NC3CCCCCC3)CC2)n1 was read as ABHD4 inh -1, LEDGF integ inh -1, TDP2 absorb 3, SIAE inh 11, rCAG binder -4, HTRA1 inh 6, NR1D1 modulator 1, TCR CD3 inh 0, PRMT1 FP inh 0 and PG9 binder -0.7.
Screening Cc1ccc2c(c1)C=CC(C)(C)S2(=O)=O returned ABHD4 inh 2, LEDGF integ inh -2, TDP2 absorb 1, SIAE inh 0, rCAG binder 0, HTRA1 inh 1, NR1D1 modulator -3, TCR CD3 inh 3, PRMT1 FP inh 1 and PG9 binder -2.1.
C[C@@H]1CN([C@H](C)CO)C(=O)CCCn2nncc2CO[C@H]1CN(C)S(=O)(=O)c1ccc(-n2cccn2)cc1 was read as ABHD4 inh 2, LEDGF integ inh -2, TDP2 absorb 5, SIAE inh 0, rCAG binder 3, HTRA1 inh -4, NR1D1 modulator -5, TCR CD3 inh 2, PRMT1 FP inh 1 and PG9 binder 0.2.
O=C1c2ccncc2C(=O)N1Cc1cccc(Cl)c1 was read as ABHD4 inh 0, LEDGF integ inh -1, TDP2 absorb 1, SIAE inh -3, rCAG binder 1, HTRA1 inh -3, NR1D1 modulator -1, TCR CD3 inh -4, PRMT1 FP inh 1 and PG9 binder 0.3.
For CC(Oc1ccccc1F)c1nnc(SCC(=O)N(c2ccccc2)C2CCS(=O)(=O)C2)o1 (configuration not stated) the results were ABHD4 inh 4, LEDGF integ inh -8, TDP2 absorb -1, SIAE inh 1, rCAG binder 4, HTRA1 inh 0, NR1D1 modulator -2, TCR CD3 inh 2, PRMT1 FP inh 0 and PG9 binder 2.0.
O=C(CSc1ccsc1[N+](=O)[O-])Nc1cc(F)ccc1F was read as ABHD4 inh 16, LEDGF integ inh 6, TDP2 absorb 18, SIAE inh -1, rCAG binder 38*, HTRA1 inh 13, NR1D1 modulator -2, TCR CD3 inh 6, PRMT1 FP inh 4 and PG9 binder 1.0.
Screening CCOC(=O)c1cc(C#N)c(N2CCN(C(=O)c3cccc(C(F)(F)F)c3)CC2)nc1C(F)(F)F returned ABHD4 inh -6, LEDGF integ inh -4, TDP2 absorb 1, SIAE inh -3, rCAG binder -2, HTRA1 inh 1, NR1D1 modulator 0, TCR CD3 inh -3, PRMT1 FP inh 3 and PG9 binder 0.6.
COc1ccc(NC(=S)N2CCC(C(=O)N3CCCCCC3)CC2)cc1 was read as ABHD4 inh 7, LEDGF integ inh -3, TDP2 absorb 3, SIAE inh 1, rCAG binder -5, HTRA1 inh 10, NR1D1 modulator -3, TCR CD3 inh -6, PRMT1 FP inh -2 and PG9 binder -0.9.
For Cc1cc(NC(=O)CCC(=O)N(Cc2cccs2)C(C)(C)C(=O)NC2CCCCC2)no1 the results were ABHD4 inh 0, LEDGF integ inh 1, TDP2 absorb 11, SIAE inh -6, rCAG binder -3, HTRA1 inh 0, NR1D1 modulator 3, TCR CD3 inh -2, PRMT1 FP inh 2 and PG9 binder -0.9.
For O=C(O)c1ccccc1C(=O)c1ccc(-c2ccccc2)cc1 the results were ABHD4 inh -1, LEDGF integ inh 2, TDP2 absorb -3, SIAE inh -3, rCAG binder 15, HTRA1 inh -4, NR1D1 modulator -1, TCR CD3 inh -3, PRMT1 FP inh 3 and PG9 binder 1.7.
For O=C(CN1CCN(S(=O)(=O)c2ccc(F)c(Cl)c2)CC1)N1CCNC1=O the results were ABHD4 inh -4, LEDGF integ inh 0, TDP2 absorb 0, SIAE inh -4, rCAG binder 2, HTRA1 inh 3, NR1D1 modulator -4, TCR CD3 inh 0, PRMT1 FP inh -2 and PG9 binder -1.6.
`COCCNC(=O)c1c(N)[nH]c(C(=O)c2ccc(Br)cc2)c1-c1ccc(Br)cc1` gave ABHD4 inh 3, LEDGF integ inh 1, TDP2 absorb 4, SIAE inh -4, rCAG binder 2, NR1D1 modulator 6, TCR CD3 inh 0, PRMT1 FP inh 2 and PG9 binder -0.8.
For COc1ccc(Br)cc1/C=C/C(=O)Nc1c(C)cccc1C the results were ABHD4 inh -18, LEDGF integ inh 6, TDP2 absorb -21, SIAE inh -15, rCAG binder 6, HTRA1 inh -25, NR1D1 modulator -4, TCR CD3 inh 9, PRMT1 FP inh -2 and PG9 binder -4.3.
`CCN(CC)c1ccc(/C=C2\C(=O)N(c3nnc(C)c(=O)[nH]3)N=C2C)cc1` gave ABHD4 inh 5, LEDGF integ inh 4, TDP2 absorb 26*, SIAE inh -13, rCAG binder 1, HTRA1 inh 62*, NR1D1 modulator -1, TCR CD3 inh 16, PRMT1 FP inh 3 and PG9 binder -7.3.
`Cc1ccc(NC(=O)/C(=C/c2cccc([N+](=O)[O-])c2)NC(=O)C2CCCCC2)c(C)c1` gave ABHD4 inh 2, LEDGF integ inh 1, TDP2 absorb -4, SIAE inh -10, rCAG binder -1, HTRA1 inh -4, NR1D1 modulator 1, TCR CD3 inh -4, PRMT1 FP inh 3 and PG9 binder -0.1.
`CCN(C(=O)COC(=O)c1cc([N+](=O)[O-])ccc1N1CCOCC1)C1CCCCC1` gave ABHD4 inh 0, LEDGF integ inh -3, TDP2 absorb 17, SIAE inh 10, rCAG binder -7, HTRA1 inh 1, NR1D1 modulator 7, TCR CD3 inh -1, PRMT1 FP inh -1 and PG9 binder 0.3.
`CCOc1ccc(OCC)c(NC(=O)CNS(=O)(=O)c2cccs2)c1` gave ABHD4 inh -4, LEDGF integ inh -2, TDP2 absorb 1, SIAE inh 2, rCAG binder 0, HTRA1 inh 13, NR1D1 modulator 2, TCR CD3 inh -8, PRMT1 FP inh 3 and PG9 binder 0.9.
N#CC1=C(N)N(c2ccc(F)cc2)C2=C(C1c1ccc(O)cc1)S(=O)(=O)CC2 (configuration not stated) was read as ABHD4 inh 1, LEDGF integ inh 1, TDP2 absorb 1, SIAE inh 4, rCAG binder 35*, HTRA1 inh 16, NR1D1 modulator -5, TCR CD3 inh -21, PRMT1 FP inh 7 and PG9 binder -5.1.
COC(=O)c1cc(NC(=O)CN(C)C2CCS(=O)(=O)C2)cc(C(=O)OC)c1 (configuration not stated) was read as ABHD4 inh 4, LEDGF integ inh 8, TDP2 absorb -3, SIAE inh 4, rCAG binder 1, HTRA1 inh 2, NR1D1 modulator 4, TCR CD3 inh -3, PRMT1 FP inh 3 and PG9 binder 0.3.
Screening O=C(NCc1ccccc1)c1ccc(-c2ccccc2C(F)(F)F)o1 returned ABHD4 inh -23, LEDGF integ inh 0, TDP2 absorb -10, SIAE inh -3, rCAG binder 1, HTRA1 inh -37, NR1D1 modulator -1, TCR CD3 inh 0, PRMT1 FP inh 1 and PG9 binder -1.1.
CN(C)c1ccc(NC(=O)c2cc3c(=O)n4ccccc4nc3n2C)cc1 was read as ABHD4 inh 0, LEDGF integ inh 3, TDP2 absorb -4, SIAE inh -6, rCAG binder 8, HTRA1 inh 8, NR1D1 modulator -26, TCR CD3 inh 6, PRMT1 FP inh 1 and PG9 binder -7.3.
Screening COCCNC(=S)N(c1ccccc1)C(C)C returned ABHD4 inh -1, LEDGF integ inh 0, TDP2 absorb 0, SIAE inh 0, rCAG binder -3, HTRA1 inh 4, NR1D1 modulator -1, TCR CD3 inh 4, PRMT1 FP inh -2 and PG9 binder 0.4.
`N#CCCn1cc(CNC2CCC(O)CC2)c2ccccc21` (configuration not stated) gave ABHD4 inh 3, LEDGF integ inh -1, TDP2 absorb -9, SIAE inh 5, rCAG binder 0, HTRA1 inh -1, NR1D1 modulator -4, TCR CD3 inh 5, PRMT1 FP inh -10 and PG9 binder -1.7.

High-throughput results: PubChem, several laboratories

The list is partial (hit frequency here may not be typical).
